High-throughput results deposited in PubChem by National Center for Advancing Translational Sciences (NCATS).
BAZ2B inh – blocks human BAZ2B; Q9UIF8; AlphaScreen BAZ2B-H3K14Ac peptide displacement; Potency, µM (top dose mostly 114 µM), for the others: top-dose activity change, negative = inhibition, actives largely listed as inhibitors; hit rate 4.4% among 360,000; note: % is set by controls: 0 for no effect and ±100 for the full control effect; nearly all actives have a fitted effect of over 60% in size
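Complex of BAZ2B and biotin-H3K14Ac (50 nM apiece) forms over 30 min at RT, then faces library compounds up to 110 uM for another 30 min; AlphaScreen beads added, 20 min dark incubation, luminescence read.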
POLH inh – DNA polymerase eta (human) inhibition; Q9Y253; recombinant Pol eta, fluorescent DNA replication assay; Potency, µM (highest dose often 114 µM), without a hit: at the highest dose activity change, negative = inhibition, hits mostly inhibitors; hit rate 1.2% among 390,000; note: % is set by controls: 0 for no effect and ±100 for the full control effect
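Pol eta at 10 nM preincubated with compounds 15 min at room temperature; reaction started with fluorescent substrate (50 nM final) and read kinetically at 0 and 10 min.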
BLM helicase inh – inhibitors of human Bloom syndrome helicase BLM | P54132 | Potency, µM (series often up to 56.1 µM), without a hit: at the top dose activity change, negative = inhibition, usual class: inhibitors | recombinant BLM DNA unwinding, fluorescence dequenching | hit rate 0.2% among 350,000;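 note: plate controls were vehicle for no effect and no enzyme for full effect; nearly all actives have a fitted effect of over 35% in size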
POLI inh – DNA polymerase iota (human) inhibition; Potency, µM (doses to about 115 µM), without a hit: at the highest dose activity, negative = inhibition, usual class: inhibitors; hit rate 1% among 390,000; Pol iota fluorescent replication assay, 10 min; Q9UNA4
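Pol iota at 10 nM preincubated 15 min with compounds at room temperature; reaction started with fluorescent substrate, 50 nM final. Fluorescence read kinetically at 0 and 10 min; buffer-only wells as negative control.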
JMJD2A Tudor – JMJD2A Tudor domain (human) inhibition; hit rate 4.4% among 390,000; Potency, µM (doses to about 114 µM), without a hit: at the top dose activity change, negative = inhibition, hits mostly inhibitors; O75164; AID 504339; AlphaScreen JMJD2A-Tudor / H3K4me3 peptide binding; note: % is set by controls: 0 for no effect and ±100 for the full control effect; nearly all actives have a fitted effect of over 50% in size
Target sequence (O75164 whole entry, looked up, the tested form may be a part): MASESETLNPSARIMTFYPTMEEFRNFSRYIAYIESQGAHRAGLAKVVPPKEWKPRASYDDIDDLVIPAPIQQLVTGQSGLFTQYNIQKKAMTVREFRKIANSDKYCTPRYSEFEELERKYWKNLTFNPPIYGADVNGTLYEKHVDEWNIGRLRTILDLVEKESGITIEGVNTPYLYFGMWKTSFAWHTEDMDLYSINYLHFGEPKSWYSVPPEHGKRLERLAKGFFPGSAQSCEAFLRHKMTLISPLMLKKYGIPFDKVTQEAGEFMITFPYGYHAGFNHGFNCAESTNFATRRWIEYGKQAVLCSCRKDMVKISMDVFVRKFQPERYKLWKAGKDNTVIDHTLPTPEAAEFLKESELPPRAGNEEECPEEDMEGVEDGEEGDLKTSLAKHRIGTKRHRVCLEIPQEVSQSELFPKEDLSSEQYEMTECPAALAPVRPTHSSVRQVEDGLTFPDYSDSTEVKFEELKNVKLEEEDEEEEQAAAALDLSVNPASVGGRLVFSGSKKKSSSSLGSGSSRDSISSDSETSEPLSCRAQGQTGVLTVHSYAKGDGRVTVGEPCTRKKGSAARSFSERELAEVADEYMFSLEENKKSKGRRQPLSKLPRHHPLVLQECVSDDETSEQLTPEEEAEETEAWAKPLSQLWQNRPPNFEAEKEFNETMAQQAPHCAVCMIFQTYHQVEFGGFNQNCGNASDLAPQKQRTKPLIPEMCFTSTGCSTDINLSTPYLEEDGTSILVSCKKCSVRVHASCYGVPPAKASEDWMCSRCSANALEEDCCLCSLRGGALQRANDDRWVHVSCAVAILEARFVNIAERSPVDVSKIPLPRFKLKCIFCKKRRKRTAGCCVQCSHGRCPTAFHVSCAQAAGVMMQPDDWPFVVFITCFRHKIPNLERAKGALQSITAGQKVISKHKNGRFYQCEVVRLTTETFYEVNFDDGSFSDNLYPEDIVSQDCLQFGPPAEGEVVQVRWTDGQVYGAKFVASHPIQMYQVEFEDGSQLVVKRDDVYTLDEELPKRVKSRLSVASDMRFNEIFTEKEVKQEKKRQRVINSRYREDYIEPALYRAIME
APEX1 inh – inhibitors of human APE1 endonuclease. recombinant APE1, TAMRA/BHQ-2 abasic DNA cleavage fluorescence. AID 2517. hit rate 0.35% among 350,000. P27695. Potency, µM (series often up to 65.8 µM), without a hit: at the top dose activity change, negative = inhibition, most hits filed as inhibitors;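 note: plate controls were vehicle for no effect and reference inhibitor for full effect; nearly all actives have a fitted effect of over 55% in size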
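Incision of a quenched TAMRA/BHQ-2 THF abasic-site duplex (50 nM) by 0.75 nM APE1, after 15 min compound preincubation, measured as fluorescence increase over three 60 s reads. Values normalized to buffer, DMSO and NSC13755 control wells.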
G9a block – G9a (human) methyltransferase inhibition. G9a H3K9 monomethylation, AlphaScreen, 2 h. hit rate 8.8% among 350,000. Potency, µM (doses to about 102 µM), inactives show at the top dose activity, negative = inhibition, most hits filed as inhibitors. Q96KQ7; note: % is set by controls: 0 for no effect and ±100 for the full control effect; nearly all actives have a fitted effect of over 75% in size
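Signal arises when biotinylated H3K9 peptide, once monomethylated, bridges streptavidin donor and antibody-captured acceptor beads. Enzyme at 20 nM was preincubated 15 min with test compounds; peptide 500 nM and SAM 20 uM then reacted for 2 h.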
Pol beta inh – inhibitors of human DNA polymerase beta. P06746. Pol beta primer extension/strand displacement, fluorescence kinetic. Potency, µM (highest dose often 114 µM), for inactives: at the top dose activity change, negative = inhibition, usual class: inhibitors. hit rate 1.3% among 340,000. AID 485314; note: % is set by controls: 0 for no effect and ±100 for the full control effect
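Pol beta (10 nM) and compounds were preincubated 15 min at room temperature, then 50 nM substrate (final) started primer extension/strand displacement. Reads were taken at 0 and 10 min; concentration-response data were fitted to a four-parameter Hill equation.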
POLK inh – blocks human DNA polymerase kappa activity. purified Pol kappa, fluorescent DNA synthesis assay, 10 min. Potency, µM (top dose mostly 107 µM), for the others: at the top dose activity, negative = inhibition, most hits filed as inhibitors. hit rate 0.53% among 400,000; note: % is set by controls: 0 for no effect and ±100 for the full control effect
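Pol kappa 10 nM + cpd, 15 min RT; start w/ substrate 50 nM final; fluorescence kinetic read, 0 and 10 min. Neg ctrl: buffer, no enzyme.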
* = called active by the depositor; ? = inconclusive; nt = no result given; & = joins results of further samples; ! = not confirmed by another sample; [ ] = dose if it differs, or a comment. Calls come from the whole dose curve; as a rule, active = well fitted curve in the direction sought with a large enough effect; inconclusive = small, poorly fitted or top-dose-only effect, or another doubt; inactive = no such curve, though single readings can be large; an effect the other way counts as inactive or inconclusive. Potency is the fitted concentration of half-maximal effect. A portion of the library (hit frequency here may not be typical).

SMILES	BAZ2B inh	POLH inh	BLM helicase inh	POLI inh	JMJD2A Tudor	APEX1 inh	G9a block	Pol beta inh	POLK inh
CCCNS(=O)(=O)c1ccc(OCC(=O)N2CCN(C)CC2)cc1	-6%	-2%	3%	10%	-12%	6%	16%[59 µM]	-8%	-1%
O=P(Nc1cccnc1)(Oc1ccccc1)Oc1ccccc1	7%	0%	2%	-11%	-16%	8%	-5%[59 µM]	0%	-3%
Cc1ccc(C)c(NC(=O)CSc2nnc([C@@H](N)Cc3c[nH]c4ccccc34)o2)c1	9%	-6%	-3%	-3%	-27%	1%	33%	15%	-16%
CC(C)c1ccc(N2C(=O)NC(=O)/C(=C/C=C/c3ccco3)C2=O)cc1	?	11µM*	-21%	13µM*	?	?	50µM*	32µM*	40µM*
CN[C@@H]1C[C@@H](c2ccc(Cl)c(Cl)c2)c2ccccc21	-26%	-3%[57.1 µM]	2%&0%	3%[58.9 µM]	nt	4%&-4%	-16%[59 µM]	0%[57.1 µM]	-12%[60.1 µM]
CCN(CC)c1ccc(CNc2nc3ccccc3n2C)cc1	45µM*	-8%	-1%	-14%	?	16%	nt	-14%	11%
C=CC[N+]1(C)C2CCC1CC(O)C2 (stereo unspecified)	8%	2%	3%	16%	13%	0%	-6%	27%	0%
O=C1NC2C(=CC(O)C(O)C2O)c2cc3c(c(O)c21)OCO3 (stereo unspecified)	nt	-12%	nt	3%	2%	nt	nt	nt	-21%
Cc1ccc2occ(CN3CC4CC(C3)c3cccc(=O)n3C4)c(=O)c2c1 (stereo unspecified)	11%	4%	0%	-4%	1%	6%	10%	46%	-1%
O=C(Nc1cc(C(F)(F)F)cc(C(F)(F)F)c1)c1cccn(Cc2ccccc2Cl)c1=O	20%	-14%	-12%	8%	2%	nt	44%[59 µM]	-14%	-8%[60.1 µM]
C/C=C(/C)C(=O)O[C@H]1C(C)=C2C([C@@H]1OC(=O)CCCCCCC)[C@@](C)(OC(C)=O)C[C@@H](OC(=O)CCC)[C@@]1(O)[C@H]2OC(=O)[C@@]1(C)O (stereo partly specified)	nt	?	nt	?	nt	-4%	43%[activator][12.7 µM]	?	nt
CCOC(=O)Cn1cc(C=C2C(=O)N(C)C(=O)N(C)C2=O)c2ccccc21	6%	-9%	4%	31%[activator]	-13%	-9%	1%	8%	71%[activator]
O=[N+]([O-])/C=C/c1c(OCc2ccccc2)ccc2ccccc12	-25%	nt	-15%	nt	nt	0%	?	11%	nt
CC(=NCCCN1CCOCC1)c1c(O)[nH]c(=O)[nH]c1=O	2%	-13%	2%	14%	-8%	0%	-4%	10%	5%
CCOc1ccc(NC(=O)Cn2cc(C(=O)c3ccccc3)c3ccccc32)cc1	1%	9%	-5%	9%	-2%	nt	0%[59 µM]	-2%	-13%
CN1CCC(c2c[nH]c3ccc(O)cc23)CC1	nt	-22%	-13%	17%	-16%	1%&-4%&9%	13µM*!	7%[57.1 µM]	-4%
c1cnc(N2CC[C@@]3(CCCNC3)C2)nc1	nt	nt	1%	nt	nt	5%	-21%[12.7 µM]	nt	16%[60.1 µM]
CCCC(=O)Nc1ccc(N2CCN(CC)CC2)c(Cl)c1	-20%	-20%	0%	2%	-5%[57.1 µM]	2%	-1%[12.7 µM]	13%	-8%
COc1ccccc1CNCC(=O)Nc1cc(S(=O)(=O)N2CCCCC2)ccc1C	nt	-3%	nt	42%[activator]	1.8µM*	3%	nt	nt	-3%
C[C@]12CCC3C(CC[C@H]4C[C@@H](O)CC[C@]34C)C1C[C@@H](Br)[C@@H]2O (stereo partly specified)	nt	-11%	nt	7%	-11%	-15%	nt	nt	15%
COc1nc(NC(C)C)nc(NC(C)C)n1	10%	-19%	5%&-3%	-2%	8%	3%&4%	13%	-4%	0%[60.1 µM]
CC1CN1P1(=O)OCC(C)([N+](=O)[O-])CO1 (stereo unspecified)	nt	-20%	nt	-4%	-9%	nt	nt	nt	-13%
c1cc2c(cc1CCNC1C3CC4CC(C3)CC1C4)OCO2 (stereo unspecified)	?	-21%	-4%	22%	4µM*	11%	25µM*	5%	-1%
C/C(=N\N1CCCCCC1)c1c(O)n(-c2ccc(C)cc2)c(=O)[nH]c1=O	-3%	-4%	1%	14%	-17%	4%	-21%[59 µM]	37%	-9%
Cc1ccc(NC(=O)Nc2cc3c(cc2N2CCCCC2)n(C)c(=O)n3C)cc1Cl	?	-17%	-11%	-17%	?	nt	?	-3%	12%
COc1ccc(OC)c(CCNCc2c(C(=O)O)c(C)n(Cc3ccc(F)cc3Cl)c2C)c1	50µM*	-11%	2%	38%[activator]	?	nt	-27%[59 µM]	26%	-3%
Cc1ccc(Cn2cccc(C(=O)Nc3cc(C)on3)c2=O)cc1	-2%	-1%	-1%	-11%	-6%	nt	-18%[59 µM]	-28%	-9%[60.1 µM]
Cc1ccc(NP(=O)(Nc2ccc(C)cc2)Oc2ccccc2)cc1	-22%	-27%	-13%	30%	-23%	-2%	-9%	-3%	-10%
O=C1CCCC2C3CCCN4CCCC(CN12)C34 (stereo unspecified)	-1%	-22%	3%	28%	-1%	-1%	0%[59 µM]	22%	11%
Cn1ncnc2c(=O)n(C)c(=O)nc1-2	8%	0.71µM*	1.1µM*	-72%	-4%	?	13µM*	?	5%
C[C@H](NC(=O)N1C[C@H]2C[C@@H](C1)c1cccc(=O)n1C2)C(=O)Nc1cccc(F)c1	50%[activator]	-25%	0%	13%	-12%	7%	nt	38%	0%
O=c1c2ccccc2nc(/C=C/c2ccc3c(c2)OCO3)n1-c1ccccc1	-11%	-8%	-2%	-10%	1%	?	74%[activator][59 µM]	-7%	-13%
O=c1cccc2n1CC1CC2CN(S(=O)(=O)c2ccc(F)cc2)C1 (stereo unspecified)	1%	-17%	-5%	95%[activator]	3%	17%	nt	2%	-5%
Cc1c(C(=O)N2CCC3(CC2)OCCO3)sc2ncnc(N3CCN(c4ccccn4)CC3)c12	4%	-16%	0%	15%	-10%	-1%	-28%[59 µM]	-20%	-6%[60.1 µM]
CN1CCN(C(=O)COc2ccc3ccccc3c2Br)CC1	5%	-13%	-6%	19%	-10%	1%	8%	7%	-4%
COC(=O)C1C2c3ccccc3C(c3ccccc32)C1C(=O)OC (stereo unspecified)	-7%	-6%	-4%	153%[activator]	2%	10%	-1%	0%	6%
Clc1ccccc1CN1CCN(c2ccccc2)CC1	50µM*	-11%	-1%	2%	3.5µM*	0%	?	3%	3%
C=C[C@H]1CN2CC[C@@H]1C[C@H]2[C@@H](O)c1ccnc2ccccc12	nt	nt	-8%&5%[21.4 µM]	nt	nt	0%&-1%[21 µM]	11%&30%[21.5 µM]	nt	-3%&-6%[12 µM]
Cc1ccc(CN2C3CCCC2CC(NC(=O)c2ccc(F)cc2)C3)cc1 (stereo unspecified)	-7%	-12%	3%	36%[activator]	-1%	0%	-2%	38%	2%
COc1ccc(OC)c(NC(=O)Cn2cc(C(=O)c3ccccc3F)c3ccccc32)c1	-24%	-28%	-8%	13%	-16%	nt	-30%[59 µM]	3%	2%
CCCCn1c(O)c(C(C)=NCc2cccnc2)c(=O)[nH]c1=O	-1%	-9%	-4%	-6%[58.9 µM]	-1%	15%	33%[59 µM]	28%	5%
Cn1cc(C(O)CN2CCCCC2)c2ccccc21 (stereo unspecified)	13%[0.457 µM]	3%	3%	3%	-9%	3%	nt	31%	5%
CCOP(=O)(OCC)c1cccc(OP(=O)(c2cccc([N+](=O)[O-])c2)c2cccc([N+](=O)[O-])c2)c1	-2%	-16%	-3%	59%[activator]	-5%	17%	nt	22%	2%
Cn1c(O)c(C=NCCCN2CCCC2=O)c(=O)n(C)c1=O	5%	-6%	0%	34%	-8%	-2%	1%	5%	-14%
COc1cccc(C(=O)C2CCCN(Cc3ccccn3)C2)c1 (stereo unspecified)	-10%	-17%	-1%	73%[activator]	-19%	19%	nt	0%	-8%
COc1ccc(NC(=O)CN2CC=C(c3ccccc3)CC2)cc1S(=O)(=O)N1CCOCC1	-13%	-6%	0%	31%[activator]	-28%	-2%	?	26%	-3%
CN(C)c1ccc(C=C2C(=O)NC(=O)NC2=O)cc1	nt	-3%	nt	?	-1%	nt	nt	nt	4%&-6%
C[N+]1=C2CCCCCN2C(O)(c2ccccc2)C1 (stereo unspecified)	-2%	-7%	-2%	24%	45µM*	-6%	32µM*	-3%	0%
COC(=O)c1c(C)n(Cc2ccccc2)c2ccc(O)cc12	-37%	-18%	-4%	?	-15%	-1%	8.9µM*	-21%	-14%
CC1=CC2/C=C(\C)CCC(O)C(O)/C=C/C(=O)C23C(=O)NC(CC(C)C)C3C1C (stereo unspecified)	-16%	-18%	-8%	32%[activator]	-24%	-1%	?	4%	-7%
O=C(O)c1nn(Cc2ccc(Cl)cc2Cl)c2ccccc12	1%	-6%[57.1 µM]	0%&-8%&0%	2%[58.9 µM]	-10%	-7%&4%&-4%	2.2µM*!	10%[57.1 µM]	-1%[60.1 µM]
CCN(CC)CCCN=Cc1c(O)n(-c2cccc(C)c2C)c(=O)[nH]c1=O	4%	-8%	-1%	3%	6%	2%	11%[59 µM]	0%	-6%
CCN(CC)c1ccc(/C=C2/C(=O)NC(=O)N(CC3CCCO3)C2=O)cc1 (stereo unspecified)	?	3%	-1%	?	-22%	10%	nt	19%	-2%
CC1(C)CC(=O)C=C(NCCN2CCN(C(=O)Cc3ccc(Cl)cc3)CC2)C1	6%	-8%	0%	13%	-3%	0%	71µM*	-6%	-17%
CC1c2ccccc2-n2nncc2CN1C (stereo unspecified)	nt	-17%	nt	22%	-8%	nt	nt	nt	4%

Single records, from the list above. Values in the order: BAZ2B inh | POLH inh | BLM helicase inh | POLI inh | JMJD2A Tudor | APEX1 inh | G9a block | Pol beta inh | POLK inh
Entry for `CCN(CC)CCCN=Cc1c(O)n(-c2cccc(C)c2C)c(=O)[nH]c1=O` : 4% | -8% | -1% | 3% | 6% | 2% | 11%[59 µM] | 0% | -6%
Entry for `CCCCn1c(O)c(C(C)=NCc2cccnc2)c(=O)[nH]c1=O` : -1% | -9% | -4% | -6%[58.9 µM] | -1% | 15% | 33%[59 µM] | 28% | 5%
Entry for `CC1(C)CC(=O)C=C(NCCN2CCN(C(=O)Cc3ccc(Cl)cc3)CC2)C1` : 6% | -8% | 0% | 13% | -3% | 0% | 71µM* | -6% | -17%
Entry for `CC1c2ccccc2-n2nncc2CN1C` (stereo unspecified) : nt | -17% | nt | 22% | -8% | nt | nt | nt | 4%
